# Screens from PubChem.
# GDH-TPI inh: GDH-TPI coupling enzyme inhibitors, primary screen, artefact control for M. tuberculosis FBA inhibitor project, biochemical, absorbance, full deck. GDH-TPI coupled enzyme counterscreen, NADH absorbance. inhibition, % at 4.8 µM. actives 1.2% (n = 360,000);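 also: 0% = DMSO wells and 100% = wells lacking the enzyme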
# MazEF act: activators of E. coli MazEF toxin-antitoxin RNase, primary screen, biochemical, fluorescence, uHTS. Endoribonuclease toxin MazF (Escherichia coli (strain K12)), P0AE70. FAM/BHQ RNA-DNA oligo cleavage fluorescence, 5 h. activation, % at 20 µM. actives 0.32% (n = 350,000). AID 504720, 2011; in the data active = activation above about 50%
# Target sequence (P0AE70 whole entry, looked up): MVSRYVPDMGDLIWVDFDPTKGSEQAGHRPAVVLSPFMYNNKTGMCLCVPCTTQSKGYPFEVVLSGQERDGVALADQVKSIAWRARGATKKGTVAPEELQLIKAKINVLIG
# FBA Mtb inh: Mtb FBA enzyme inhibitors, primary screen, biochemical, fluorescence, strain H37Rv; purified M. tuberculosis FBA, fluorescence read-out; inhibition, % at 1 µM; actives 2.3% (n = 360,000); AID 588726, 2011; in the data active = inhibition above about 27%;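 also: 0% = vehicle and 100% = reference inhibitor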
# Target sequence (P9WQA3 whole entry, looked up): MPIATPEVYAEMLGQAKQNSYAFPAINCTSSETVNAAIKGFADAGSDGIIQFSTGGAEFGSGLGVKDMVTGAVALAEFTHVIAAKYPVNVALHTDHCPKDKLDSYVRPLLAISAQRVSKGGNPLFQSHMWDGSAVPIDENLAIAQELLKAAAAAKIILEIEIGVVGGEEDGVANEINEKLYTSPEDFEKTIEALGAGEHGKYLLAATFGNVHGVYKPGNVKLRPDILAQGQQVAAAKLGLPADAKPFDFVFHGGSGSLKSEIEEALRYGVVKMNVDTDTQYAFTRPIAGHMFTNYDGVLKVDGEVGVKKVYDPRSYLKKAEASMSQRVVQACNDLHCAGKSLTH
# BioA inh: M. tuberculosis BioA enzyme inhibitors, primary screen, biochemical, plate reader, single point, HTS | AID 602481, 2012 | 7,8-diaminopelargonic acid synthase BioA (Mycobacterium tuberculosis) | actives 0.096% (n = 360,000) | purified M. tuberculosis BioA enzyme | inhibition, % at 9.99 µM; in the data active = inhibition above about 40%; inconclusive = no clear call, values can overlap the other calls
# FadD28 FP inh: inhibitors of FadD28 bisubstrate probe binding, primary screen, biochemical, fluorescence polarization, single point; inhibition, % at 12.5 µM; actives 0.22% (n = 360,000); AID 588549, 2011; in the data active = inhibition above about 8.5%, passing the limit was not always enough; inconclusive = no clear call, values can overlap the other calls
# DUSP3 inh: VHR1 phosphatase inhibitors, primary screen, biochemical, absorbance, uHTS; actives 0.52% (n = 290,000); Dual specificity protein phosphatase 3 (Homo sapiens), P51452; AID 1654, 2009; inhibition, % at 13.3 µM; recombinant VHR phosphatase, pNPP absorbance; in the data active = inhibition above about 50%; also: some compounds called inactive have numbers as strong as hits
# Target sequence (P51452 whole entry, looked up): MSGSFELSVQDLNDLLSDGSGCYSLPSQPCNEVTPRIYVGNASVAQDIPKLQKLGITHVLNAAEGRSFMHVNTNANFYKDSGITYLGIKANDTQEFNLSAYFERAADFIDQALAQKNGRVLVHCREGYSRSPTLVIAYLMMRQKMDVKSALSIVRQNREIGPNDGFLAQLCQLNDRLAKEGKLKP
# UGM FP inh: M. tuberculosis UGM enzyme inhibitors, primary screen, biochemical, fluorescence polarization, single point; UDP-galactopyranose mutase (Mycobacterium tuberculosis (strain ATCC 25618 / H37Rv)), …; purified UGM, fluorescence polarization probe displacement; inhibition, % at 10 µM; actives 0.06% (n = 320,000); in the data active = inhibition above about 10%, passing the limit was not always enough; inconclusive = no clear call, values can overlap the other calls
# BoNT F protease: BoNT/F light chain protease inhibitors, primary screen, biochemical, flow cytometry, MLPCN library | Botulinum neurotoxin type F light chain protease (Clostridium botulinum) | Multiplex microsphere protease cleavage assay | inhibition, % at 10 µM | actives 0.22% (n = 360,000) | AID 588497, 2011; in the data active = inhibition above about 35%, passing the limit was not always enough; inconclusive = no clear call, values can overlap the other calls; also: plate controls were buffer without enzyme for full effect and enzyme alone for no effect
# Rv3671c protease: Rv3671c serine protease inhibitors, primary screen, biochemical, fluorescence polarization, M. tuberculosis H37Rv; inhibition, % at 5.96 µM; actives 0.048% (n = 320,000); in the data active = inhibition above about 38%;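 also: extracellular domain of Rv3671c used as enzyme; 0% = enzyme with DMSO and 100% = no enzyme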
# CCHFV vOTU inh: CCHFV vOTU protease inhibitors, primary screen, biochemical, Pep-AMC substrate, fluorescence. Crimean-Congo hemorrhagic fever virus L polyprotein viral ovarian tumor (vOTU) protease …. inhibition, % at 11.5 µM. actives 0.55% (n = 370,000); also: 0% = vehicle wells with enzyme and 100% = no enzyme wells
# * hit, by the source's call; ? = inconclusive; nt = no result given; & = joins results of further samples. Rule as the data show it, unless noted: active = inhibition above about 30%; inactive = the rest.
SMILES,GDH-TPI inh,MazEF act,FBA Mtb inh,BioA inh,FadD28 FP inh,DUSP3 inh,UGM FP inh,BoNT F protease,Rv3671c protease,CCHFV vOTU inh
CN(CCOc1ccc(-c2ccn(S(=O)(=O)c3ccc(Cl)cc3)n2)cc1)c1ccccn1,-6,-3,1,-2.7,-2.1,21,0.4,-18,-26,-6
CC1(C)CC(=O)c2c(O)cc(OCc3ccc(Br)cc3)cc2O1,-3,-17,-1,1.6,1.4,-11,0.0,2,-5,-1
CN1C(=O)CC(N2CCN(c3ccccc3)CC2)C1=O (stereo not drawn),-3,6,-4,-1.2,-2.3,nt,-3.2,6,-1,-5
Cc1ccc(S(=O)(=O)NC(C)C(=O)Nc2cccc([N+](=O)[O-])c2)cc1 (stereo not drawn),2,5,-3,-1.5,-0.9,8,-1.1,-6,2,8
CCc1nn(CC(=O)NCCCN(C)Cc2ccccc2)c(=O)c2cc3sc(C)cc3n12,-2,13,0,0.4,0.1,-1,-0.5,0,1,14
O=C(CSc1nc(C2CC2)nc2ccccc12)Nc1cccc(O)c1,5,-6,2,-2.1,1.6,-2,1.5,10,-12,-1
O=C(Nc1ccncc1)c1ccccc1[N+](=O)[O-],0,-4,2,-0.6,-2.6,-15,0.7,0,-3,-8
N#Cc1ccccc1Sc1ccccc1C(=O)OCC(=O)NC1CCS(=O)(=O)C1 (stereo not drawn),8,-2,6,nt,0.9,4,0.6,0,-5,2
CN1C[C@H]2CON(C)[C@H]2C[C@H]1c1cccc(-c2ccccc2)c1,5,2,1,0.6,-4.8,nt,nt,0,nt,-4
O=[N+]([O-])c1ccc(-c2ccc(C=Nc3cccc4ccccc34)o2)cc1,33*,-2,71*,-1.5,-2.3,8,3.7,-3,-100,-21
CC1(C(=O)NS(=O)(=O)c2cccc(OC(F)F)c2)CCN1C(=O)CC1CCCC1 (stereo not drawn),11,nt,-2,-1.4,-0.7,nt,nt,-7,nt,-5
Nc1nc(OCc2ccccc2)c2[nH]cnc2n1,-15,-2,1,1.4,-3.1,nt,1.2,-6,-2,3
Cc1ccc(C(NC(=O)N2CCOCC2)=C(Cl)Cl)cc1F,0,8,3,nt,-0.5,-4,-1.6,1,-8,8
COc1cccc(C(C)(O)c2nc(-c3ccccc3C)cs2)c1 (stereo not drawn),6,nt,0,-0.6,1.2,nt,nt,-5,nt,10
CCN(C(=O)c1cc2cc(OC)ccc2oc1=O)c1cccc(C)c1,8,2,0,-1.8,-3.8,33,-1.2,-1,7,-2
CCOC(=O)c1c(-c2ccccc2)oc2ccc(OCC(=O)NNC(=O)CCCC(=O)O)cc12,5,2,157*,0.1,-2.1,nt,3.8,26,nt,-68
O=C1C2C3C=CC(c4ccccc4)(C2C(=O)N1c1cccc(Cl)c1)C1C(=O)N(c2cccc(Cl)c2)C(=O)C31 (stereo not drawn),7,-6,-1,0.8,1.2,26,-0.3,0,5,38*
CCc1nc2ccc(C)cc2c(C(=O)Oc2cccc3cccnc23)c1C,9,-9,0,-0.3,0.4,-4,0.6,-11,-5,-2
Cc1ccc(S(=O)(=O)/N=C(\CN2CCOCC2)N2CCCC2)cc1,-6,-14,0,2.0,2.3,8,-0.7,-11,-13,-4
COc1ccccc1OCC(=O)NNc1c2ccccc2nc2ccccc12,0,7,9,nt,-0.8,2,0.4,-5,8,-5
COc1cc(OC)cc(C(=O)OCC(=O)Nc2sccc2C(N)=O)c1,0,8,2,-1.7,-18,-3,-2.8,2,-9,12
c1ccc(CSc2nnc(-c3c[nH]c4ccccc34)o2)cc1,6,19,-1,-1.0,-0.6,3,0.0,12,-2,12
CC1=C(C(=O)N2CCOCC2)CC(CC(=O)NC(c2ccccc2)c2ccccc2)C(=O)N1CCCN1CCCC1=O (stereo not drawn),-1,3,-4,-3.4,-2.0,nt,nt,0,nt,8
O=C(COc1ccc(Cl)cc1)Nc1nnc(-c2ccco2)o1,1,4,-3,nt,-1.7,13,1.0,-2,-2,-3
Cc1ccc(-n2c(C)cc(/C=C(\C#N)C(=O)NCC3CCCO3)c2C)cc1 (stereo not drawn),6,-8,0,7.6,-1.4,7,-2.2,-5,-1,1
CC(=O)OCC1OC(OC(C)=O)C(NC(=O)Cc2ccccc2)C(OC(C)=O)C1OC(C)=O (stereo not drawn),-3,10,-4,-1.4,-0.8,25,2.4,-6,-5,3
Cc1cc(/C=C2\C(=O)NC(=O)N(c3ccccc3)C2=O)c(C)n1-c1ccc(C(=O)O)c(Cl)c1,11,-12,-3,-1.3,-2.2,1,-0.3,?,nt,6
C=CCc1ccccc1OCC(O)CNC1CCCC1 (stereo not drawn),-3,10,-2,-0.2,0.4,-12,0.8,0,-9,3
O=C(CN1C(=O)C2C3c4ccccc4C(c4ccccc43)C2C1=O)Nc1cccc(C(=O)O)c1 (stereo not drawn),5,3,0,-0.4,-2.0,18,-2.6,0,-6,-4
Nc1ccc(SC(F)(F)F)cc1,6,-12,0,-0.8,-0.8,13,nt,-1,6,-5
Cc1ccc(C(=O)N/N=C/c2ccc([N+](=O)[O-])s2)cc1,18,-15,-2,nt,-1.3,20,1.9,-4,-1,12
Cc1ccccc1Nc1nnc(SCC2CCCCO2)s1 (stereo not drawn),6,-3,-1,-0.4,-0.3,4,-0.2,-7,0,4
O=c1ccc(Br)c[nH]1,5,1,4,-2.1,0.6,5,2.8,-13,6,1
O=C(NCc1ccco1)c1ccc(CN2CCOCC2)cc1,6,4,-4,-0.8,-2.5,4,2.8,4,6,-7
COC(=O)c1ccc(COC(=O)CCS(=O)(=O)c2ccc(C)cc2)cc1,-8,-1,-2,nt,-4.3,18,0.1,-3,9,6
Cc1cc(-c2nnc(CCC(=O)NCc3cc(F)cc(C(F)(F)F)c3)o2)no1,4,5,2,-0.3,-1.5,26,1.4,9,-4,5
O=C(Nc1ccc(Nc2ccccc2)cc1)Nc1ccccc1Cl,10,-16,0,0.9,-0.7,46,1.7,-31,6,-6
CCOC(=O)c1csc(-c2ccc3c(c2)CCO3)n1,4,10,1,11,-0.6,32,-0.8,-5,-6,-6
COc1ccccc1C(=O)c1nc2ccccc2n1C,20,-3,-3,nt,1.2,58*,-0.4,-3,-3,19
O=C1COc2ccc(C(=O)COC(=O)/C=C/c3ccco3)cc2N1,7,0,2,-2.0,3.9,nt,-1.2,7,-2,nt
CC(=O)Nc1cnc(-c2ccccc2C(C)=O)cn1,7,nt,0,0.5,-3.1,nt,nt,-1,nt,-7
O=C(COC(=O)/C=C/C(=O)N1CCN(c2ccccc2)CC1)NC(c1ccccc1)c1ccccc1,-3,-3,-2,nt,-1.4,-1,0.0,-1,4,2
COC(=O)CCCCC1=CCC2C(=O)C=C(O)C2C1 (stereo not drawn),nt,nt,0,nt,-1.9,nt,nt,-12,nt,4
COc1ccc(/C=C2\SC(=O)N(CCNC(=O)C3CCN(S(=O)(=O)c4cccs4)CC3)C2=O)cc1,3,-2,3,0.0,-4.0,1,0.4,9,3,5
O=C(c1cnn2c(C(F)F)cc(-c3ccccc3)nc12)N1CCSCC1,0,-3,4,-1.5,-1.3,18,-0.6,-7,-6,-4
COc1ccc(NC(=O)C2C3C=CC4(O3)C2C(=O)N(CCN2CCCCC2)C4C(=O)NC2CCCC(C)C2C)cc1 (stereo not drawn),0,-3,0,-1.3,-3.9,10,-1.9,6,0,1
CC(C)(C)[C@H]1C=C(C(=O)N2CCN(Cc3ccc4c(c3)OCO4)CC2)O[C@@H](OCc2ccc(CO)cc2)C1,1,3,0,-0.9&-0.7,-0.5,12,1.6,-3,-19,1
COCC(C)n1c(C)cc(C(=O)COC(=O)c2n[nH]c3ccccc23)c1C (stereo not drawn),8,6,0,nt,-2.9,23,-1.7,-6,-2,17
O=C(CN1C(=O)NC2(CCCc3ccccc32)C1=O)NCC(F)(F)F (stereo not drawn),0,-3,0,nt,-0.9,-42,-1.7,-27,5,-12
CC(C)CC(=O)Nc1nnc(CSCc2ccc(F)cc2)s1,-8,2,3,1.6,-1.5,20,1.3,9,9,-9
CC1(C)CC(=O)c2c(O)cc(OCC(=O)Nc3ccc(S(N)(=O)=O)cc3)cc2O1,5,-7,0,-1.2,-0.7,16,1.8,-11,0,4
CC(=O)Oc1cccc(/C=C2\C=C(c3ccc(C)cc3)OC2=O)c1,0,-24,0,nt,-0.9,24,-2.9,-6,-5,-5
Cc1ccc(S(=O)(=O)c2cc3c(=O)n4ccccc4nc3n(C3CCCCC3)c2=N)cc1,6,-8,-1,-0.6,0.4,-11,0.3,8,10,-7
CC1(C(=O)Nc2cnc3ccccc3c2)CCN1CCOc1ccccc1 (stereo not drawn),7,nt,3,-1.0,-0.1,nt,nt,1,nt,-1
CSc1c(CN2CCN(C)CC2)c2ccccc2n1C,-4,17,0,3.0,-1.1,nt,0.9,?,2,-10

# Structures from the list above that contain fluorine:
SMILES,GDH-TPI inh,MazEF act,FBA Mtb inh,BioA inh,FadD28 FP inh,DUSP3 inh,UGM FP inh,BoNT F protease,Rv3671c protease,CCHFV vOTU inh
CC1(C(=O)NS(=O)(=O)c2cccc(OC(F)F)c2)CCN1C(=O)CC1CCCC1 (stereo not drawn),11,nt,-2,-1.4,-0.7,nt,nt,-7,nt,-5
Cc1ccc(C(NC(=O)N2CCOCC2)=C(Cl)Cl)cc1F,0,8,3,nt,-0.5,-4,-1.6,1,-8,8
Nc1ccc(SC(F)(F)F)cc1,6,-12,0,-0.8,-0.8,13,nt,-1,6,-5
Cc1cc(-c2nnc(CCC(=O)NCc3cc(F)cc(C(F)(F)F)c3)o2)no1,4,5,2,-0.3,-1.5,26,1.4,9,-4,5
O=C(c1cnn2c(C(F)F)cc(-c3ccccc3)nc12)N1CCSCC1,0,-3,4,-1.5,-1.3,18,-0.6,-7,-6,-4
O=C(CN1C(=O)NC2(CCCc3ccccc32)C1=O)NCC(F)(F)F (stereo not drawn),0,-3,0,nt,-0.9,-42,-1.7,-27,5,-12
CC(C)CC(=O)Nc1nnc(CSCc2ccc(F)cc2)s1,-8,2,3,1.6,-1.5,20,1.3,9,9,-9
